Scp1 inh – Scp-1 phosphatase inhibitors, primary screen, biochemical, colorimetric, uHTS. Recombinant Scp1, phosphopeptide, malachite green phosphate absorbance. inhibition, % at 20 µM. AID 493091, 2011. 0.88% of 340,000 active;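 active means inhibition above about 50% at 20 µM, limit read from the data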;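 further: plate controls were DMSO wells with enzyme for no effect and wells lacking enzyme for full effect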
Target sequence (Q9GZU7 76-261 limits assumed): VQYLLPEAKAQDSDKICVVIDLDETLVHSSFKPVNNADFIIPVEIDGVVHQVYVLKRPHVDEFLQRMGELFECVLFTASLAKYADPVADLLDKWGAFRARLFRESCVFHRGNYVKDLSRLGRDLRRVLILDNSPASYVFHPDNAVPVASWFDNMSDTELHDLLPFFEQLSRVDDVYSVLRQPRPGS
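Test system – truncated SCP-1 phosphatase (76-261aa) · Reagent – Phosphorylated 17-residue peptide substrate · Incubation – 45 min room-temperature reaction, 5 min colour, 30 min stabiliser · Detection – colorimetric phosphate reagent with accelerator and stabiliser, absorbance at 630 nm · Measure – % inhibition at 20 µM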
DNMT1 inh – human DNMT1 methyltransferase inhibitors, primary screen, biochemical, molecular beacon, fluorescence, HinP1I cleavage, uHTS; DNA (cytosine-5)-methyltransferase 1 (Homo sapiens), P26358; inhibition (reported as % activation of signal), % at 10 µM; 0.83% of 360,000 active; in the data active means inhibition above about 50%
Rin1-Abl PPI inh – inhibitors of Rin1-Abl protein binding, primary screen, biochemical, TR-FRET; Tyrosine-protein kinase ABL1 (Homo sapiens) + Ras and Rab interactor 1 (Homo sapiens), …; inhibition, % at 7.35 µM; 0.4% of 360,000 active; AID 588664, 2011; in the data active means inhibition above about 5%, passing the limit was not always enough
Rpn11 inh – Rpn11 (PSMD14) deubiquitinase inhibitors, primary screen, biochemical, fluorescence polarization, uHTS | calls only at 20 µM | human 26S proteasome, Ub4-pepOG fluorescence polarization; 20S core pre-blocked with epoxomicin | 26S proteasome non-ATPase regulatory subunit 14 (Homo sapiens), O00487 | 0.59% of 360,000 active;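 active means inhibition at 20 µM, scaled to each plate's controls, above about 33%, limit read from the data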
CSN inh – inhibitors of CSN-mediated cullin deneddylation, primary screen, biochemical, fluorescence polarization, uHTS; Purified CSN, SCF-Nedd8-OG deneddylation; inhibition, % at 12.5 µM; 0.38% of 360,000 active; AID 651999, 2013;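 active means pattern-corrected inhibition above about 35%, with an unprinted fluorescence ratio check between 0.5 and 1.5, limit read from the data, passing the limit was not always enough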;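 further: 0% = enzyme with substrate and 100% = substrate without enzyme; some results filed as inactive read as strong as hits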
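Assay system: purified human Csn5 enzyme expressed in HEK293T cells; Input: 0.24 nM Csn5 enzyme, final concentration; Reagent: 10 nM SCFSkp2-Nedd8OG; Compound dosing: 12.5 µM single point; Times: reaction 90 min, room temperature; Technique: fluorescence polarization readout.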
SUMO1-SIM PPI – modulators of SUMO1 protein-protein interactions, primary screen, biochemical, uHTS; Small ubiquitin-related modifier 1 (Homo sapiens), P63165; SUMO1 binding to a labelled peptide, TR-FRET, 1 h; inhibition, % at 20 µM; 0.33% of 360,000 active; in the data active means inhibition above about 37%
Target sequence (P63165 whole entry, looked up): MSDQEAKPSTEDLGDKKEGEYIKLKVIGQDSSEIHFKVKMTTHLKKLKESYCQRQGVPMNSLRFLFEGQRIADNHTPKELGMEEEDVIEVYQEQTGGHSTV
Neddyl block – inhibitors of cullin neddylation, primary screen, biochemical, TR-FRET, uHTS, NAE and Ubc12. NEDD8-conjugating enzyme Ubc12 (Homo sapiens) + NEDD8-activating enzyme E1 regulatory …. calls only at 25 µM. 0.58% of 360,000 active. AID 651699, 2012; in the data active means inhibition above about 36%
Target sequence (P61081 whole entry, looked up): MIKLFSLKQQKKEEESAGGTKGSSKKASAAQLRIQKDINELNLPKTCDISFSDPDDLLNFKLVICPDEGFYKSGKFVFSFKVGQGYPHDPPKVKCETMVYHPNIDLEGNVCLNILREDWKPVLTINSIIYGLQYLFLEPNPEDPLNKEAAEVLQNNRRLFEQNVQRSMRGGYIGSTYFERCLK
Target sequence (Q13564 whole entry, looked up): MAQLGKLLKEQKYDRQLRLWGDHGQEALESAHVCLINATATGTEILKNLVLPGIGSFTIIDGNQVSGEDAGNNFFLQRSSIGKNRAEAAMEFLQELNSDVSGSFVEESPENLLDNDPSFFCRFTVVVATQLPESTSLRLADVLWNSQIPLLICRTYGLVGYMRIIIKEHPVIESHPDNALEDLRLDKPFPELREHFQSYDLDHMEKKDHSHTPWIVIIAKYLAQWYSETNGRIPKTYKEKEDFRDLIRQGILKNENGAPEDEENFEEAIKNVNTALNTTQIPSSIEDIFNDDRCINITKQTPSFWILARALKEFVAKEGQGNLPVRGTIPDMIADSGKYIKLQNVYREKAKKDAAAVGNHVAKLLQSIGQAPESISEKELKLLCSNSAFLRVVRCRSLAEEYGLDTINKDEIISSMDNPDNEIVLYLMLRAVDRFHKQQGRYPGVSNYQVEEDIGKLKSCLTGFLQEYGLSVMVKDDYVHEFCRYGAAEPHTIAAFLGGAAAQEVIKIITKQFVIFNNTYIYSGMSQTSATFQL
NadD inh – inhibitors of S. aureus NadD, primary screen, biochemical, colorimetric, uHTS; Nicotinate-nucleotide adenylyltransferase NadD (Staphylococcus aureus N315); purified NadD enzyme, colorimetric absorbance read-out; inhibition, % at 20 µM; 0.78% of 360,000 active; in the data active means inhibition above about 26%; further: some compounds past the cut are filed as inactive
STEP inh – STEP phosphatase inhibitors, primary screen, biochemical, fluorescence intensity, uHTS; recombinant STEP, OMFP fluorogenic substrate; Tyrosine-protein phosphatase non-receptor type 5 (Homo sapiens), P54829; 0.25% of 360,000 active; inhibition, % at 20 µM;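 active means inhibition at 20 µM, scaled per plate between control wells, above about 37%, limit read from the data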;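 further: 0% = DMSO with enzyme and substrate and 100% = substrate only without enzyme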
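System: STEP phosphatase, cell-free reaction; Buffer or medium: Bis-Tris pH 6.0 buffer with DTT, detergent; Incubation: 20 min at room temperature, dark; Measured by: fluorescence, 480/540 nm.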
LMPTP inh – LMPTP phosphatase inhibitors, primary screen, biochemical, fluorescence intensity, uHTS; 0.22% of 360,000 active; inhibition, % at 20 µM; recombinant LMPTP-A, OMFP fluorogenic substrate; Low molecular weight phosphotyrosine protein phosphatase (Homo sapiens), P24666;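 active means compounds that cut the enzyme signal by at least half of the control window in the single-dose screen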;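 further: plate controls were DMSO wells with enzyme plus substrate for no effect and substrate without enzyme for full effect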
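Test system – LMPTP-A enzyme · Amount – LMPTP-A at 0.625 nM final in the reaction · Buffer or medium – Bis-Tris pH 6.0, DTT, detergent · Reagent – OMFP 400 µM · Doses – single 20 µM dose · Schedule – reaction 50 min, room temperature, dark · Detection – fluorescence intensity of OMFP turnover product · Evaluation – percent inhibition versus substrate-only and uninhibited controls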
Starred values were filed as active, the others as inactive; i = inactive; · = no result given.

SMILES	Scp1 inh	DNMT1 inh	Rin1-Abl PPI inh	Rpn11 inh	CSN inh	SUMO1-SIM PPI	Neddyl block	NadD inh	STEP inh	LMPTP inh
COc1cc2c(cc1OC)CN(C(=O)CCOc1ccccc1C)CC2	-7	2	0	i	1	11	i	-11	-2	0.6
COc1ccc(CCN(C)CC(=O)Nc2ccc(F)c(Cl)c2)cc1OC	-6	-2	0	i	0	0	i	-5	-1	-0.7
Cc1ccc2nc(SC(C)C(=O)NCc3ccc4c(c3)OCO4)[nH]c2c1 (stereo not drawn)	-1	-2	4	i	4	-3	i	1	-2	-1.2
Cc1cc(C(=O)O)c(CSCc2cc(C(=O)O)oc2C)o1	12	6	1	i	0	1	i	7	3	-1.1
NC(CCc1ccccc1)c1csc(Nc2cnccn2)n1 (stereo not drawn)	·	-7	1	i	-2	-2	i	-8	1	-1.8
CCn1cc(CN2CCC(C(=O)Nc3ccc(Oc4ccccc4F)cc3)CC2)cn1	·	-2	3	i	-2	-1	i	-8	-2	-0.6
COc1ccc(-c2cc(C(=O)N/N=C/c3cccnc3)c3ccccc3n2)c(OC)c1	-3	-1	-1	i	1	-11	·	5	0	0.3
Cn1cc(/C=C2/SC(=O)N(c3ccccc3)C2=O)c2ccccc21	-8	11	5	i	4	1	i	-3	-3	0.1
Cc1cccc(NC(=O)C2SC(=Nc3c(C)cccc3C)C(C(=O)N3CCOCC3)=C2N)c1 (stereo not drawn)	-8	-20	-1	i	-1	0	i	-3	-1	-1.8
COc1cc2ccccc2cc1C(=O)Nc1cccnc1	6	0	-3	i	-1	-8	i	1	1	-1.6
CCOC(=O)C1CCCN(Cc2c(C(=O)N3CCCCC3)nc3c(C)cccn23)C1 (stereo not drawn)	-7	-1	-1	i	0	0	i	-7	-2	-1.0
CCNc1nnc(SCC(=O)c2c(N)n(C3CC3)c(=O)[nH]c2=O)s1	-5	-2	0	i	1	0	i	-1	2	0.0
CCC(=O)N1CCN(c2ccc(NC(=O)c3ccc4c(c3)OCO4)cc2)CC1	-8	0	2	i	-4	-1	i	-2	-3	0.5
O=C(Nc1cccc(C(=O)O)c1)/C(=C\c1ccc2c(c1)OCO2)NC(=O)c1ccc(Br)cc1	1	3	5	i	-3	-4	i	8	-4	0.8
Cc1ccc(SCC(=O)NC(=O)NC(C)C)c(C)c1	-8	-1	-1	i	3	-1	i	-4	-2	-0.3
CCCNS(=O)(=O)c1ccc(OCC(=O)NCCCOC)cc1	-2	2	0	i	-5	1	i	3	2	-1.6
O=C(NCCc1ccccc1)C1CCC(CNS(=O)(=O)c2cccc3cccnc23)CC1 (stereo not drawn)	4	0	-5	i	-4	-2	i	-6	2	-0.2
COCCc1ncc(CN2CCCCC2C(=O)Nc2ccc(Oc3ccccc3)nc2)cn1 (stereo not drawn)	-5	-1	4	i	0	-2	i	-11	1	0.0
O=C(Nc1cccc2c1[nH]c1ccccc12)C(F)(F)F	-5	-3	0	i	3	2	i	-4	0	0.4
COC(=O)c1c(C)oc(C)c1S(=O)(=O)NCc1ccc(Cl)cc1Cl	0	0	-1	i	2	10	i	0	-1	0.6
Cc1cc(C)n(CCCNC(=O)C2CCC(=O)N(CCc3ccc(Cl)cc3)C2)n1 (stereo not drawn)	-1	2	-3	i	0	-3	i	1	-2	0.3
CCOC(=O)CN1C(=O)CCSc2ccc(Cl)cc21	0	3	3	i	-2	3	i	1	1	-0.2
COc1ccc(CCNC(=O)c2ccc(OCc3c(C)noc3C)cc2)cc1OC	-2	54*	-1	i	-3	-6	i	0	-3	0.3
CC(C)=N/N=C1/NC(=O)C(c2ccccc2)S1 (stereo not drawn)	-10	5	-2	i	-1	-3	i	-6	-1	-0.9
C[C@H](NC(=O)C1CC(=O)N(c2ccc3c(c2)OCO3)C1)C(=O)NCc1ccco1 (stereo partly drawn)	-3	4	4	i	-4	-1	i	-5	-2	-1.0
CC(=O)Nc1ccc(S(=O)(=O)N[C@@H](C)C(=O)OCC(=O)c2ccc[nH]2)cc1	0	-3	1	i	-3	4	i	-2	-4	-0.1
O=S(=O)(c1ccc2c(c1)nc(COc1ccc(Cl)cc1)n2CC1CCCO1)N1CCOCC1 (stereo not drawn)	2	-5	4	i	2	2	i	5	-4	1.2
Cc1c(Cl)cccc1NC(=O)NCc1ccc(C)n1C	-4	-5	0	i	-1	1	i	-2	-1	-1.4
COc1cccc(N2CCN(C(=O)c3oc4ccccc4c3NC(=O)CCc3cc(OC)no3)CC2)c1	-2	-3	2	i	1	-1	i	-6	2	1.0
CC(Sc1ccccc1F)C(=O)Nc1ccc2c(c1)OCCO2 (stereo not drawn)	-8	0	0	i	1	6	i	-6	-2	0.8
Cc1[nH]c(=S)n(CC2CCCO2)c1C (stereo not drawn)	-7	3	2	i	0	4	i	0	-2	-2.0
CC(=O)Nc1ccc(NC(=O)C(C)O/N=C/c2cccc([N+](=O)[O-])c2)cc1 (stereo not drawn)	-4	11	-4	i	-3	-17	i	-1	1	1.2
Cc1noc(C)c1C(=O)Nc1ccc(F)cc1	3	5	3	i	-10	-1	i	2	2	2.2
COc1ccccc1NC(=O)Cn1nc(Cc2cccnc2)c2ccccc2c1=O	-16	2	2	i	0	3	i	-4	-2	1.2
OC(c1ccccc1)(c1ccccc1)c1ccn[nH]1	0	-2	4	i	2	5	i	-3	-2	-1.2
O=S(=O)(NCc1ccccn1)c1ccc(Cl)c(C(F)(F)F)c1	2	5	-2	i	2	2	i	-2	-2	0.2
O=C(C1CCCN(S(=O)(=O)c2cccnc2)C1)N1CCN(c2ccccn2)CC1 (stereo not drawn)	3	-2	0	i	-3	1	i	2	2	-0.4
Cc1c(C(=O)Nc2ccc(S(=O)(=O)NCC3CCCO3)cc2)cccc1[N+](=O)[O-] (stereo not drawn)	4	3	1	i	2	-2	i	-3	0	0.0
CCOC(OCC)c1ccc(/C=C\c2nccc(N)n2)cc1	-4	-3	-4	i	-5	-29	·	-4	-1	0.0
COc1ccc(Cn2nnnc2C(c2cccnc2)N2CCN(c3ccc(O)cc3)CC2)cc1 (stereo not drawn)	-3	-8	2	i	-9	-1	i	-2	-1	2.2

Quoted at random: 4 compounds from above, in no set order.
SMILES	Scp1 inh	DNMT1 inh	Rin1-Abl PPI inh	Rpn11 inh	CSN inh	SUMO1-SIM PPI	Neddyl block	NadD inh	STEP inh	LMPTP inh
C[C@H](NC(=O)C1CC(=O)N(c2ccc3c(c2)OCO3)C1)C(=O)NCc1ccco1 (stereo partly drawn)	-3	4	4	i	-4	-1	i	-5	-2	-1.0
COc1ccc(CCNC(=O)c2ccc(OCc3c(C)noc3C)cc2)cc1OC	-2	54*	-1	i	-3	-6	i	0	-3	0.3
CCn1cc(CN2CCC(C(=O)Nc3ccc(Oc4ccccc4F)cc3)CC2)cn1	·	-2	3	i	-2	-1	i	-8	-2	-0.6
O=S(=O)(c1ccc2c(c1)nc(COc1ccc(Cl)cc1)n2CC1CCCO1)N1CCOCC1 (stereo not drawn)	2	-5	4	i	2	2	i	5	-4	1.2

The list goes on:
SMILES	Scp1 inh	DNMT1 inh	Rin1-Abl PPI inh	Rpn11 inh	CSN inh	SUMO1-SIM PPI	Neddyl block	NadD inh	STEP inh	LMPTP inh
COc1ccc(NS(=O)(=O)c2csc(C(N)=O)c2)cc1	-9	2	1	i	-3	3	i	-1	-1	6.2
Cc1ccc(C(=O)c2no[n+]([O-])c2C(=O)c2ccc(C)cc2)cc1	-18	2	1	i	-1	37	i	2	3	0.0
COc1ccc2c(c1)C1=NN(/C(C)=C/C(C)=O)C(c3ccc(F)cc3)C1CC2 (stereo not drawn)	-2	-12	0	i	3	-6	i	-4	-3	0.4
NC(=O)C1CCN(C(=O)c2ccco2)CC1	-4	0	1	i	1	1	i	-2	0	-2.0
CC(OC(=O)c1cc(S(=O)(=O)N2CCOCC2)ccc1F)C(=O)NC1CCCCC1C (stereo not drawn)	-7	1	-3	i	-3	-1	i	-3	-1	-0.4
CSCCC(NC(=O)c1ccc(C)o1)C(=O)O (stereo not drawn)	-8	2	1	i	2	-3	i	-2	1	-3.0
CS(=O)(=O)N(Cc1ccc(Cl)cc1)c1ccc(C(=O)NCC2CCCO2)cc1 (stereo not drawn)	-5	1	-2	i	-15	-2	i	-6	-1	-0.7
Fc1ccc(C2CCNCC2COc2ccc3c(c2)OCO3)cc1 (stereo not drawn)	-3	-2	0	i	1	-5	i	-5	0	-3.0
COc1ccc(CC(=O)N/N=C/c2ccc(-c3ccc(F)cc3)o2)cc1OC	-3	-2	-2	i	-3	-20	i	-6	-2	1.1
O=C(Cc1c[nH]c2ccccc12)N1CCN(c2ccccc2)CC1	2	-9	4	i	-3	0	i	-3	2	0.9
COc1ccc(S(=O)(=O)N(c2onc(C)c2Cl)S(=O)(=O)c2ccc(OC)c(OC)c2)cc1OC	-2	-2	1	i	0	-2	i	-2	-2	0.4
CC(=O)C1=C(C)NC(=S)NC1c1cc([N+](=O)[O-])ccc1O (stereo not drawn)	-2	1	0	i	2	2	i	-4	1	-2.1
COc1ccccc1CNC(=O)C(=O)NCC1OCCCN1S(=O)(=O)c1ccc(F)cc1C (stereo not drawn)	-8	0	2	i	1	-2	i	-1	0	-0.6
COc1ccc(-n2cnnc2)cc1	-3	4	-1	i	0	0	i	-2	-1	0.1
CC(NC(=O)Cn1nc(-c2ccccc2)c2ccccc2c1=O)c1ccccc1 (stereo not drawn)	-6	-4	-1	i	-1	0	i	-2	-2	0.0
O=C(Cc1ccsc1)NCC(c1ccco1)N1CCCCC1 (stereo not drawn)	-9	-2	-1	i	6	1	i	-2	3	0.4
CCCN1Cc2cccc(C(=O)NC(CC(=O)OCC)c3ccc(OC(C)C)cc3)c2C1=O (stereo not drawn)	2	3	0	i	-5	0	i	-4	2	0.1

Structures above printed as active in DNMT1 inh.
SMILES	Scp1 inh	DNMT1 inh	Rin1-Abl PPI inh	Rpn11 inh	CSN inh	SUMO1-SIM PPI	Neddyl block	NadD inh	STEP inh	LMPTP inh
COc1ccc(CCNC(=O)c2ccc(OCc3c(C)noc3C)cc2)cc1OC	-2	54*	-1	i	-3	-6	i	0	-3	0.3

Compound activity from PubChem.
